TPT1 inh – Candida albicans TPT1 enzyme inhibitors, primary screen, biochemical, fluorescence polarization; inhibition, % at 5 µM; recombinant caTPT1, FP RNA substrate dephosphorylation; hit rate 0.81% among 300,000; tRNA 2'-phosphotransferase TPT1 (Candida albicans SC5314); AID 1962, 2009;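 active = inhibition above the mean of all tested compounds plus 3 SD, set per screening campaign, cut at about 24% in these data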;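 also: plate controls were DMSO alone for no effect and ferristatin control at 100 nM for full effect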
Bcl-xL primary – inhibitors of human Bcl-xL, primary screen, biochemical, fluorescence polarization, HTS; AID 2129, 2009; hit rate 0.7% among 320,000; inhibition, % at 10.9 µM; GST-Bcl-xL / FITC-Bim BH3 peptide fluorescence polarization; Bcl-2-like protein 1 (Homo sapiens), Q07817;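 active = inhibition above the mean of all tested compounds plus 3 SD, cutoff set per campaign, cut at about 30% in these data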;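 also: 0% = DMSO wells and 100% = unlabeled Bim-BH3 peptide competitor; inhibitors lower millipolarization by displacing the labeled peptide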
MEX-5 binding – MEX-5 zinc finger RNA-binding disruptors – biochemical, C. elegans, fluorescence polarization, MLPCN library, primary screen; Zinc finger protein mex-5 (Caenorhabditis elegans), Q9XUB2; MEX-5/FITC-TCR2 RNA binding; active compounds read low; activity score (negative = inhibition of binding), % at 10 µM; hit rate 0.38% among 300,000;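 active = inhibition past about -25% in most replicates, and total fluorescence under double the plate's negative control median, limit read from the data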;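 also: 0% = DMSO and -100% = 5 µM competing unlabeled TCR2 RNA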
GLD-1 RNA inh – GLD-1/TGE RNA complex disruptors, primary screen, biochemical, fluorescence polarization; inhibition, % at 5.96 µM; hit rate 0.44% among 320,000; AID 2280, 2010; purified GLD-1 + fluorescein TGE RNA; Female germline-specific tumor suppressor gld-1 (Caenorhabditis elegans), Q17339;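 active = percent inhibition above a per-plate cutoff, the plate mean of test compounds plus 3 SD, cut at about 30% in these data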;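 also: 0% = DMSO wells with GLD-1 and probe and 100% = wells lacking GLD-1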
Target sequence (Q17339 whole entry, looked up): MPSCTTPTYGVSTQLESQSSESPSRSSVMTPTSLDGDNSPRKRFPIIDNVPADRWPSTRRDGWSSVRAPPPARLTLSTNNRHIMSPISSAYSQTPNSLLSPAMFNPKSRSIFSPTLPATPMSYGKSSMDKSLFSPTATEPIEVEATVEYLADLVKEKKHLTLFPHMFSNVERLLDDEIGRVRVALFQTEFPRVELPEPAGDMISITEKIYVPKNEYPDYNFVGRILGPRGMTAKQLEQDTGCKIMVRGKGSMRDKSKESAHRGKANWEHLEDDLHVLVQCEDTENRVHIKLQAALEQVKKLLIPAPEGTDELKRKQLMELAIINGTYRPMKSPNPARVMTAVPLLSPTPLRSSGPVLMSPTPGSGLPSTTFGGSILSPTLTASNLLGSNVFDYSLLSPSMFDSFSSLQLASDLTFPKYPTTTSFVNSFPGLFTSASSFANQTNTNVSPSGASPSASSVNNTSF
Fam108B inh – mouse Fam108B serine hydrolase inhibitors, primary screen, counter-screen for RBBP9 inhibitor project, biochemical, fluorescence polarization; recombinant Fam108B, FP-Rh probe fluorescence polarization; inhibition, % at 9.51 µM; hit rate 0.33% among 300,000; AID 1947, 2009;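 active = inhibition above the screen mean inhibition plus 3 SD, computed separately per campaign, cut at about 18% in these data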;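 also: inhibitors lower polarization as less probe binds the enzyme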
PME-1 inh – PME-1 inhibitors via competitive probe labeling, primary screen, biochemical, fluorescence polarization, FP-Rh probe, HTS | hit rate 0.53% among 320,000 | recombinant PME-1 | Protein phosphatase methylesterase 1 (Homo sapiens), Q9Y570 | inhibition, % at 5.9 µM | AID 2130, 2009;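 active = inhibition above the campaign mean of all compounds plus 3 SD, cut at about 26% in these data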;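 also: competitive labeling of PME-1 active site by serine hydrolase directed probe; 0% = PME-1 with DMSO and 100% = wells lacking PME-1 enzyme; inhibitors block probe labeling so polarization falls and inhibition rises; many of its hits are not listed in these tables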
MCL1 BIM primary – inhibitors of MCL1 binding to BIM-BH3, primary screen, biochemical, fluorescence polarization. Induced myeloid leukemia cell differentiation protein Mcl-1 (Homo sapiens), Q07820. GST-MCL1 / FITC-Bim-BH3 fluorescence polarization. inhibition, % at 10.9 µM. hit rate 0.68% among 320,000. AID 2057, 2009;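 active = inhibition above the mean inhibition of all tested compounds plus 3 SD, set per campaign, cut at about 40% in these data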;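 also: 0% = DMSO wells and 100% = unlabeled Bim-BH3 peptide control; higher means more loss of mP so more displacement of Bim peptide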
PAD4 FP inh – human PAD4 inhibitors, primary screen, biochemical, fluorescence polarization, 1536-well format; Protein-arginine deiminase type-4 (Homo sapiens), Q9UM07; recombinant PAD4, RCA probe fluorescence polarization; inhibition, % at 6.36 µM; hit rate 0.41% among 330,000;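 active = percent inhibition above a cutoff equal to the mean of all tested compounds plus 3 SD, cut at about 15% in these data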;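 also: 0% = PAD4 with RCA probe and DMSO and 100% = probe without PAD4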
Target sequence (Q9UM07 whole entry, looked up): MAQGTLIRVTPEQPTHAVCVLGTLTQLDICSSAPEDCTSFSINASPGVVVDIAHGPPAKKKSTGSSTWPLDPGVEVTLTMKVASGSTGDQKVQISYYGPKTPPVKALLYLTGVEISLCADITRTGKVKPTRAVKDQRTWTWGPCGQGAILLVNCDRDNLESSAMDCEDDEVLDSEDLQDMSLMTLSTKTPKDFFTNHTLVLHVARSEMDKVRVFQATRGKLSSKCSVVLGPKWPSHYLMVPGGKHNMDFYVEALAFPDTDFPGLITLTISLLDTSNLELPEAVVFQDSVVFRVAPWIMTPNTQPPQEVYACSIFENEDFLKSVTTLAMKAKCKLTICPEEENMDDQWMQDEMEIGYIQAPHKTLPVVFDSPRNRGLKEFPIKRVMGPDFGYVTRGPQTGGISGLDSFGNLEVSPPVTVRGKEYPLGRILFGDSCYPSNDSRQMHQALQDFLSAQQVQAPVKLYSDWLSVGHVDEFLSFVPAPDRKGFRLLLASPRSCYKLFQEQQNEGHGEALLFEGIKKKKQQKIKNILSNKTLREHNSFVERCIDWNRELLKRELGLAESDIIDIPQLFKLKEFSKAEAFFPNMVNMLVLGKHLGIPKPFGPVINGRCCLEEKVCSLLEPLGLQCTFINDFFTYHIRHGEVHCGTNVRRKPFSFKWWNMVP
GSTO1 counter – inhibitors of recombinant GSTO1, primary screen, counter-screen for RBBP9 inhibitor project, biochemical, fluorescence polarization; Glutathione S-transferase omega-1 (Homo sapiens), P78417; activity-based probe fluorescence polarization; inhibition, % at 5.96 µM; hit rate 1.1% among 300,000;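 active = inhibition above the campaign mean inhibition plus 3 SD, cut at about 35% in these data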;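 also: 0% = GSTO1-1 with DMSO and 100% = wells lacking GSTO1-1 enzyme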
* hit, by the source's call; . = not tested or not shown. This is a subset, so the mix of outcomes need not match the whole.

Structure | TPT1 inh | Fam108B inh | PME-1 inh | GLD-1 RNA inh | GSTO1 counter | MEX-5 binding | Bcl-xL primary | PAD4 FP inh | MCL1 BIM primary
Cc1ccc(O)c(CC(C)C)n1 | -2 | 7 | -5 | 7 | 9 | -1.5 | 1 | -8 | -1
CCCCCCn1cc(C(=O)O)c(=O)c2cc(F)c(N3CCCCC3)cc21 | 1 | 1 | 4 | 10 | 6 | -3.3 | -1 | 2 | 4
O=C1CCCN1S(=O)(=O)c1ccccc1 | -4 | 0 | -1 | 7 | -2 | -3.4 | -1 | -4 | -1
CC1CCC(NC(=O)C(NC(=O)c2ccccc2)C(C)C)CC1 (stereo not drawn) | 1 | -7 | -2 | 4 | 8 | 0.1 | 1 | 0 | -5
O=C(NC1CCCC1)C(c1ccccn1)N(C(=O)c1csnn1)C1CCCCC1 (stereo not drawn) | -3 | 2 | 2 | -5 | 10 | 1.8 | 1 | -2 | 4
C=CCNC(=O)c1ccc(-c2nc3ccccc3nc2-c2ccccc2)cc1 | -5 | 3 | -2 | 0 | 0 | 2.0 | 4 | -1 | 1
CCOC(=O)CSc1nc(CC)nc2ccccc12 | -2 | -3 | 6 | 3 | -10 | -1.0 | 3 | 2 | -1
Cc1ccc(-n2cc(CNCCCN3CCCC3=O)c(-c3ccc(F)cc3)n2)cc1 | 0 | 2 | 6 | 7 | 2 | -0.4 | 3 | -3 | 10
Cc1ccc(-c2cc(O)cc3sc(=O)oc23)cc1C | -2 | 3 | 0 | 10 | 53* | 1.5 | 8 | 7 | 4
Cc1ccccc1-n1c(=S)[nH]c2nc3c(cc2c1=O)COC(C)(C)C3 | 1 | -6 | -9 | 0 | -4 | -0.1 | 9 | 3 | 5
COc1ccc(C(=O)N2CCCC(Nc3ccc(F)cc3)C2)c(OC)c1 (stereo not drawn) | 0 | -1 | 4 | 6 | 3 | 0.0 | 4 | -4 | 5
Cc1ccccc1NNC(N)=S | -3 | 0 | 1 | -2 | 12 | -2.2 | 2 | -3 | 8
CN(c1ccc(OCC(=O)N2CCC(C(N)=O)CC2)cc1)S(=O)(=O)c1cccs1 | 0 | 1 | 6 | -5 | 2 | -0.2 | 0 | -4 | 1
N/C(COc1ccccc1)=N\NS(=O)(=O)c1ccccc1 | 2 | -6 | -2 | 0 | 1 | -0.6 | 6 | -3 | 6
Cc1c(C(=O)NCCN2CCOCC2)oc2ccc(Br)cc12 | -1 | -2 | -2 | 12 | -3 | 0.7 | 5 | 0 | 7
c1c(CC2CCCC2)nnn1C[C@H]1CC[C@@H]([C@@H]2CC[C@H](Cn3cc(CC4CCCC4)nn3)O2)O1 | -5 | -1 | -1 | 0 | 5 | -0.8 | 6 | -2 | 9
CCOc1cc(N2CCOCC2)c(OCC)cc1NS(=O)(=O)c1ccc(Cl)s1 | 2 | -2 | 21 | 4 | 17 | -0.4 | 7 | -8 | 11
CCOC(=O)c1c(C)n(C)c2ccc(OCC(N)=O)cc12 | -2 | -1 | 0 | 3 | 0 | 0.9 | 3 | -4 | 1
CC(=O)Nc1ccc(/C=N/N2C(C)CCCC2C)cc1 (stereo not drawn) | 2 | 0 | -5 | 4 | 8 | -0.4 | 7 | -4 | -1
CC(C)=CC(=O)Nc1ccccc1C(N)=O | 1 | 0 | 5 | -2 | 3 | 0.9 | 3 | -2 | 4
Cc1c(/C(O)=C2\C(=O)C(=O)N(CCN(C)C)C2c2ccccc2)cnn1-c1ccccc1 (stereo not drawn) | -5 | 4 | -8 | 4 | 4 | -3.7 | 6 | -4 | -1
FC(F)(F)c1cccc(N2CCN(C3CC4CCC3C4)CC2)c1 (stereo not drawn) | -1 | -1 | 3 | -4 | 2 | -1.6 | -5 | -3 | -3
CC1CCCN(S(=O)(=O)c2ccc(NC(=O)CN3CCCCC3)cc2)C1 (stereo not drawn) | 2 | 1 | 3 | 1 | -1 | 1.1 | -3 | -5 | -6
C=CCNC(=S)NNC(=O)c1ccco1 | -8 | -5 | -4 | 3 | 2 | -2.2 | -3 | 3 | -7
Cc1nn(-c2ccccc2)c2c1C(c1ccc(F)cc1F)C(C#N)=C(N)O2 (stereo not drawn) | 5 | 4 | -7 | 10 | 27 | -1.1 | 8 | 6 | 2
CCOc1cc(C2C(C#N)=C(N)Oc3n[nH]c(CC)c32)ccc1OCCN1CCOCC1 (stereo not drawn) | 0 | -3 | 4 | -3 | 5 | -1.2 | 1 | -3 | -5
Cc1ccc(S(=O)(=O)c2nc(S(C)(=O)=O)sc2NCc2ccc3c(c2)OCO3)cc1 | -4 | -6 | -2 | 1 | 3 | 3.5 | 3 | -3 | -7
CCCCC(CC)Cn1c(O)c(/C=C2\C=NN=C2c2ccccc2)sc1=S (stereo not drawn) | -1 | -6 | -10 | 4 | -3 | 1.3 | -1 | -7 | -3
N#CCN(C(=O)COC(=O)C1CC2CCCC(C1)C2=O)c1ccccc1 (stereo not drawn) | -2 | 2 | -3 | -3 | 4 | 2.1 | 1 | 0 | 0
O=C(COc1ccc(Br)cc1CO)Nc1ccc(S(=O)(=O)N2CCCCC2)cc1 | . | . | -9 | 3 | . | . | -5 | -2 | -10
Cc1ccc(N2CC(C(=O)O)CC2=O)cc1 (stereo not drawn) | -2 | -2 | 3 | 2 | 2 | -0.7 | 4 | 3 | -1
CCOC(=O)c1ccc(C(=O)OCC)nc1 | 0 | 4 | 1 | 8 | -1 | -0.9 | 6 | -6 | 13
Cc1cccc(Nc2nc(NCc3ccco3)c3ccccc3n2)c1 | -1 | 7 | 8 | 7 | -6 | -0.4 | 2 | -11 | 4
CCOC(=O)C(CCC(C)=O)C(=O)c1ccccc1 (stereo not drawn) | -3 | 6 | 1 | 2 | 6 | 0.1 | -1 | 2 | 7
CSc1nc2c(c(=O)[nH]1)C(c1cccs1)C1=C(CCCC1=O)N2 (stereo not drawn) | -2 | -1 | 3 | 1 | -3 | -1.8 | 0 | -2 | 9
Cc1cc(C)n2nc(SCC(=O)N(C)c3c(N)n(Cc4ccccc4)c(=O)[nH]c3=O)nc2n1 | 0 | 2 | 2 | 2 | 2 | -0.1 | -2 | 0 | 3
CN1OC2C(=O)N(c3ccccc3)C(=O)C2C1c1ccc(F)cc1 (stereo not drawn) | 3 | 0 | 0 | -3 | 5 | -1.1 | 0 | -3 | -9
CCOC(=O)C(=CNc1cscc1S(=O)(=O)C(C)C)C(=O)OCC | -3 | 2 | -2 | 4 | -6 | -3.6 | 10 | -7 | 13
O=C(O)/C=C/c1cn(-c2ccccc2)nc1-c1ccc2c(c1)OCCO2 | 1 | -4 | -6 | 6 | 11 | -0.1 | 5 | 2 | 5
O=P(OC1CCCCC1)(OC1CCCCC1)C(Nc1ccccc1)c1cccnc1 (stereo not drawn) | -1 | 0 | 2 | 1 | 2 | 1.0 | 4 | -7 | 3
C=CCc1c(O)nc(SCC(=O)c2ccccc2)[nH]c1=O | -4 | 4 | -10 | -4 | 4 | -0.4 | 5 | -1 | 7
CC1CCN(C(=O)CN(C2CCCCC2)S(C)(=O)=O)CC1 | -2 | 0 | 7 | 0 | 2 | 0.5 | 1 | 3 | 2
Cc1ccnc(-n2c(C)cc(C=O)c2C)c1 | 1 | 1 | 5 | 1 | 2 | -1.5 | 5 | -1 | 9
Cc1nc(C(C)N(C)Cc2nc(Cc3ccccc3F)no2)c(C)s1 (stereo not drawn) | -2 | 2 | -2 | 6 | 6 | 1.6 | -1 | 3 | -3
CCN(CC(=O)Nc1c(F)cccc1F)C(=O)C1CC(=O)N(CCc2ccccc2)C1 (stereo not drawn) | 2 | -2 | -2 | 8 | 5 | -0.2 | -8 | 2 | -5
COc1cc(CNC(C)(C)C)cc(Br)c1OCc1cccs1 | -2 | 2 | 0 | 2 | 1 | 2.6 | 7 | -1 | 13
Cc1ccc(CSc2nncn2-c2ccccn2)cc1 | -1 | -1 | -1 | 1 | 6 | 0.1 | 3 | -3 | 0
CCN1CCN(c2cc(C)c3cc(NC(=O)c4cc(OC)cc(OC)c4)ccc3n2)CC1 | 2 | 4 | 5 | -5 | -8 | -1.1 | 6 | -3 | 3
O=C(NCc1ccccn1)c1ccc(N2CCCC2=O)cc1 | -5 | 0 | -2 | 10 | -1 | -2.9 | 0 | -1 | -1
CCCNC(=O)NC(=O)CN1C(=O)NC(C)(c2ccc3ccccc3c2)C1=O (stereo not drawn) | 6 | 1 | -1 | 2 | 1 | -3.4 | -6 | -3 | -13
CCCCCC1CCC(C(=O)N2CCOCC2)CC1 (stereo not drawn) | -1 | -5 | -2 | -5 | 5 | -2.5 | 1 | -3 | 2
CCCCNC(=O)Cn1cnc([N+](=O)[O-])n1 | 0 | -1 | 0 | -7 | -3 | 2.0 | -1 | 0 | -3
Cc1ccc(-n2nnnc2SCC(=O)NCC2(N3CCCCC3)CCCCC2)c(C)c1 | . | . | -2 | 0 | . | . | -5 | 0 | -3
Cc1ccccc1OC(=O)Cn1c(C(F)(F)F)nc2ccccc21 | 1 | -1 | -1 | 3 | 6 | 0.2 | 4 | -3 | 7
Cc1c(C)c2ccc(OCC(=O)NCc3ccccn3)cc2oc1=O | -3 | 0 | 1 | 3 | 3 | -0.4 | 4 | -3 | 9
OCC1(CCc2ccccc2)CCN(Cc2cnc(N3CCCC3)s2)CC1 | -1 | -3 | 2 | 1 | 6 | -1.7 | 6 | -1 | 10
N/C(=N\OC(=O)CCC(=O)O)c1ncc(C(F)(F)F)cc1Cl | -1 | 2 | -5 | 5 | 3 | -0.6 | 1 | 0 | 1
Cc1ccc(S(=O)(=O)N2CCC(=O)N(CCOC(=O)Nc3ccc(C)c(C)c3)CC2)cc1 | -2 | 4 | -4 | 12 | -2 | 1.7 | 3 | 2 | 0
O=C(CCCN1C(=O)c2ccccc2C1=O)N1CCOCC1 | 1 | -1 | -5 | -2 | 2 | 3.3 | 0 | -3 | 2
O=S(=O)(c1ccccc1)N1CCN(c2nc3ccccc3s2)CC1 | 6 | 2 | 2 | -4 | 6 | -1.2 | -2 | 1 | -5

(listing goes on)
Structure | TPT1 inh | Fam108B inh | PME-1 inh | GLD-1 RNA inh | GSTO1 counter | MEX-5 binding | Bcl-xL primary | PAD4 FP inh | MCL1 BIM primary
COc1cccc(/C=N/NC(=O)c2ccc(COc3ccc(Cl)cc3Cl)o2)c1 | -3 | 0 | 1 | 2 | -5 | 4.5 | 3 | -6 | 4
Cc1ccc(C(=O)NCc2ccc(Cl)c(Cl)c2)o1 | -4 | 2 | -1 | 2 | -1 | -0.9 | 8 | 1 | 4
Nc1ccccc1-n1cccc1 | 13 | -3 | -1 | 11 | 7 | -0.9 | 3 | 0 | -3
CCCCOC(=O)Nc1nc(CC(=O)OCC)cs1 | 1 | -4 | -1 | -7 | 8 | -3.2 | 0 | -4 | -2

Source: PubChem (several laboratories)
